a7 integrin act: activates integrin-mediated alleviation for muscular dystrophy. AID 624291. Potency, µM (doses to about 38.3 µM), inactives show at the highest dose activation, actives largely listed as activators. alpha7betagal myoblasts, beta-gal FDG fluorescence, 48 h. actives 0.064% (n = 350,000);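 further: potency means the concentration at half of the fitted maximal effect; 100% = response of the positive control SU9516; nearly all actives have a fitted effect of over 60% in size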
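Alpha7betagal+/- myoblasts (passage 13) were plated 16-24 hr, then exposed to compounds (1:260 dilution of DMSO stock) for 48 hours at 37C. After MPER lysis, β-galactosidase reporter activity was read as FDG fluorescence (ex 480/em 540) after 30 minutes.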
TSHR antag: antagonists of human thyroid stimulating hormone receptor; P16473; TSHR-expressing cells, TSH-stimulated cAMP HTRF, 2 h; active compounds read low; activity change, negative = inhibition, % at 11.5 µM; actives 0.2% (n = 330,000); AID 504810;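 active means activity change below a set negative limit, meaning inhibition stronger than a set level, cut at about -70% in these data; inconclusive means activity change between two set negative limits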; further: on the % scale 0 is the no-effect control and ±100 the full control effect
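Freshly harvested TSHR cells receive pin-tooled compound, then EC80 TSH at 4nM final. After 2 hours at 37 deg C, antibody in lysis buffer and cAMP-d2 are added; 30 minutes at ambient temperature precede the HTRF read.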
Chronic BCR inh: chronic active BCR signaling inhibition; ABC-DLBCL IkBa-CBG/CBR reporter, luminescence ratio, 4 h; Potency, µM (series often up to 46.1 µM), without a hit: top-dose ratio change, negative = lower green/red ratio, most hits filed as inhibitors; actives 0.05% (n = 340,000); AID 493014; active means well fitted inhibition curve with a large enough effect in the signal ratio, with a control signal flat, not every such curve was filed as active; inconclusive means small, poorly fitted or top-dose-only effect, or effect the other way, or a change in a side signal; the % refers to the signal ratio;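 further: potency means the concentration at half of the fitted maximal effect; plate controls were basal doxycycline-induced cells for no effect and cells given 10 µM MG132 for full effect; MG132 reads +100%, hits lower the ratio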
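TMD8 ABC-DLBCL cells carrying doxycycline-inducible green luciferase fused to IkappaBalpha plus unfused red luciferase were exposed to compounds (up to 46 uM) for 4 hrs at 37C. Activity came from the overlap-corrected green/red luminescence ratio.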
TSG101-PTAP inh: blocks PTAP/TSG101 interaction to inhibit HIV-1 budding; Q99816; Fluorescence polarization, FITC-PTAP peptide / Tsg101 binding; Potency, µM (top dose mostly 115 µM), for inactives: top-dose activity change, negative = inhibition, usual class: inhibitors; 340,000 tested, under 10 active; AID 493005; active means well fitted inhibition curve with a large enough effect in the main read-out, with a control signal flat, not every such curve was filed as active; inconclusive means small, poorly fitted or top-dose-only effect, or effect the other way, or a change in a side signal; inactive means no such curve, though single readings can be large or run the other way; further: potency means the concentration at half of the fitted maximal effect; % of control where 0% means no effect
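Steps: Tsg101 binding domain dispensed (10 uM final), compounds pinned in DMSO, FITC-labeled PTAP-motif peptide added (50 nM final); after 20 min binding at room temperature, polarization measured.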
TCR activator: T cell receptor activation; primary human leukocytes, anti-CD3, IL-2 HTRF, 48 h; Potency, µM (doses to about 9.22 µM), for the others: at the top dose activation of IL-2 secretion, most hits filed as activators; 330,000 tested, under 10 active; AID 504894; further: % of control where 0% means no effect
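Using a-CD3 beads without co-stimulation, primary human leukocytes were exposed to compounds for 48 hr. An HTRF IL-2 kit measured the cytokine, with europium-to-d2 energy transfer producing emission at 665nm upon 320nm excitation.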
A-T KAP1 phos: potential ataxia-telangiectasia treatments restoring KAP-1 phosphorylation; Potency, µM (top dose mostly 57.5 µM), without a hit: at the top dose activation, hits mostly activators; AID 485349; […] A-T fibroblasts, KAP-1 phosphorylation AlphaLISA; neocarzinostatin DNA damage 30 min before lysis; actives 0.19% (n = 320,000); further: potency means the concentration at half of the fitted maximal effect; % of control where 0% means no effect; nearly all actives have a fitted effect of over 45% in size
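ATM-like activity read as KAP-1 phosphorylation via AlphaLISA donor/acceptor antibody pairs after lysis and 6 hr at 25C. Cells were ATM-null patient fibroblasts ([…], hTERT), dosed 60 min, then exposed to the DSB inducer NCS for 30 min.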
Tb PFK block: blocks T. brucei phosphofructokinase. Potency, µM (top dose mostly 57.5 µM), for the others: top-dose activity, negative = inhibition, hits mostly inhibitors. T. brucei PFK, ADP-Glo luminescence. actives 0.17% (n = 330,000);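 further: potency means the concentration at half of the fitted maximal effect; 0% = uninhibited 1x PFK enzyme wells and -100% = no-enzyme wells; nearly all actives have a fitted effect of over 60% in size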
Target sequence (O15648 whole entry, looked up): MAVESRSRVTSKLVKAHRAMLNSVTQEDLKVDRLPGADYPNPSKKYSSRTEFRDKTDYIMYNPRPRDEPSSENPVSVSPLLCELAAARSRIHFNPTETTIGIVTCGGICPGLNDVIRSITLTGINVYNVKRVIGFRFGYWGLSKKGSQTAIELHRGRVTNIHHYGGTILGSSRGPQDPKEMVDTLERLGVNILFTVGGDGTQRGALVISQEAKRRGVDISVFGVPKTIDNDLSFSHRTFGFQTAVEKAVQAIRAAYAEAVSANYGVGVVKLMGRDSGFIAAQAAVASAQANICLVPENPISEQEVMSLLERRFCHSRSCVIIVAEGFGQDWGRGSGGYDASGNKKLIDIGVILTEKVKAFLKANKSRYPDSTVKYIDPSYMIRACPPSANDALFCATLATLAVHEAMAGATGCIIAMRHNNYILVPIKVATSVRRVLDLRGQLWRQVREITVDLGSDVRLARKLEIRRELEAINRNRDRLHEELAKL
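Compounds were pin-transferred as a titration series up to 57 uM into substrate buffer (0.5 mM F6P, 0.1 mM ATP, pH 8.0), then 1.25 nM PFK was added and reactions ran 45 min before ADP-Glo detection.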
ELG1 DNA repair: blocks ELG1-dependent DNA repair in HEK293T cells; AID 504467; HEK293T ELG1-luciferase reporter, luminescence, 16 h; DNA damage induced by 5-fluorouridine; actives 2.3% (n = 330,000); Potency, µM (highest dose often 46.1 µM), for the others: at the highest dose activity change, negative = inhibition, actives largely listed as inhibitors; further: potency means the concentration at half of the fitted maximal effect; on the % scale 0 is the no-effect control and ±100 the full control effect; nearly all actives have a fitted effect of over 55% in size
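DMSO vehicle served as the neutral condition. Each well held 2,000 cells given 5-fluorouridine plus compound; after 16 hr at 37 °C/5% CO2, ONE-Glo was added and luciferase measured 30 min later.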
Eya2 phos inh: Eya2 (human) phosphatase inhibition | O00167 | recombinant Eya2, OMFP fluorescence dephosphorylation (OMFP is methylfluorescein phosphate) | Potency, µM (series often up to 76.9 µM), inactives show at the highest dose activity, negative = inhibition, usual class: inhibitors | actives 0.006% (n = 330,000); further: potency means the concentration at half of the fitted maximal effect; on the % scale 0 is the no-effect control and ±100 the full control effect
Target sequence (O00167 whole entry, looked up): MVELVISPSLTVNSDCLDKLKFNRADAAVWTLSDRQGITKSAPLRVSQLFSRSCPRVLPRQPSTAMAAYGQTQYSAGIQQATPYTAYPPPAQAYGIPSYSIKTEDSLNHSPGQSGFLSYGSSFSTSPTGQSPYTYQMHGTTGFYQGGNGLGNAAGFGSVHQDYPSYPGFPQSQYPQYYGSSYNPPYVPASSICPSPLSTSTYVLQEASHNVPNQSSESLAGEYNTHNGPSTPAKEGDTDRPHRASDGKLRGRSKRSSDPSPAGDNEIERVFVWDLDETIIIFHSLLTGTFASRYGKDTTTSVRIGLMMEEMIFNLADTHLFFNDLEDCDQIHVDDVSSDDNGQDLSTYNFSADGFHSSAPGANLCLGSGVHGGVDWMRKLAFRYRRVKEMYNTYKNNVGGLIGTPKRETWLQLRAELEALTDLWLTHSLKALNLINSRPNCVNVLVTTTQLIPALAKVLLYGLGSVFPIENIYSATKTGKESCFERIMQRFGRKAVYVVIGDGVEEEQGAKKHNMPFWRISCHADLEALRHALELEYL
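Eya2 (0.2 uM) preincubated 10 min at ambient with compound, then OMFP substrate added at 50 uM; 10 min reaction in 50 mM HEPES pH 7.5, 50 mM NaCl, 5 uM MgCl2, 0.05% BSA, 1 mM DTT. Fluorescence read at Ex 485/Em 525 nm.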
S-ASM inh: inhibitors of human secretory acid sphingomyelinase | AID 504937 | Potency, µM (series often up to 57.5 µM), inactives show at the top dose activity change, negative = inhibition, most hits filed as inhibitors | actives 0.006% (n = 340,000) | P17405 | placental ASM, HMU-PC fluorogenic substrate, 60 min; further: potency means the concentration at half of the fitted maximal effect
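Human placenta-derived ASM preincubated with compound 10 min at room temperature, then reacted with 9 uM (final) fluorogenic HMU-PC substrate for 60 min at 37 C. Stop solution raises pH to 10; fluorescence read at Ex 386/Em 447 nm.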
Mito fusion act: blocks mitochondrial division or promotes mitochondrial fusion | S. cerevisiae fusion-defective mutant growth rescue, CellTiterGlo 48 h | AID 485298 | actives 0.23% (n = 320,000) | Potency, µM (highest dose often 46.1 µM), for the others: top-dose growth rescue (activation), most hits filed as activators;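 further: potency means the concentration at half of the fitted maximal effect; % of control where 0% means no effect; nearly all actives have a fitted effect of over 45% in size; temperature-sensitive fusion mutants such as fzo1-1 at 37 °C on non-fermentable ethanol glycerol medium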
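Yeast fusion mutant, YPEG (non-fermentable carbon), compound, 48 h at 37C non-permissive; CellTiterGlo added, 10 min RT, luminescence read. Rescued growth = division inhibition.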
An asterisk follows results filed as active; ? = inconclusive; . = not tested or not shown; [ ] = dose if it differs, or a comment. Unless noted, the call rests on the fitted dose curve; in most records, active means well fitted curve in the direction sought with a large enough effect; inconclusive means small, poorly fitted or top-dose-only effect, or another doubt; inactive means no such curve, though single readings can be large; an effect the other way counts as inactive or inconclusive.

SMILES	a7 integrin act	TSHR antag	Chronic BCR inh	TSG101-PTAP inh	TCR activator	A-T KAP1 phos	Tb PFK block	ELG1 DNA repair	Eya2 phos inh	S-ASM inh	Mito fusion act
Cc1ccc(NC(=O)c2cccc(N3C(=O)C4C5CCC(C5)C4C3=O)c2)c(C)c1 (centres undefined)	-16%	22	0%	0%	-3%[46.1 µM]	-5%	-4%	?	-5%	-1%	-4%
COc1ccc(-n2c(C)nnc2SCC(=O)NC2CC2)cc1	-40%	2	?	-6%	2%	7%	0%	17%	2%	0%	7%
N/C(=N\c1nc2c(c(=O)[nH]1)CCCC2)Nc1ccccc1	21%	-1	-1%	-2%	-7%	-3%	3%	14%	3%	2%	4%
O=C(COc1ccccc1Cl)Nc1ccc2c(c1)C(=O)NC2=O	?	18	10%	-7%	-8%	-1%	3%	-19%	3%	10%	-3%
CCOC(=O)C1=C(CC)Nc2ccccc2N=C1N	14%	-3	-1%	-1%	12%	4%	-2%	15%	5%	0%	5%
COc1ccc(Nc2c3c(nc4ccc(C)cc24)CCC3)cc1	-48%	1	5%	-1%	-4%	0%	2%	-4%	6%	0%	-2%
O=C(O)c1ccc(S(=O)(=O)c2ccc3c(c2)C(=O)N(NC(=O)c2ccccc2)C3=O)cc1	-11%	2	?	-1%	-2%	-3%	-1%	?	-1%	4%	0%
c1ccc(CNC2=NCCCCC2)cc1	-1%	-4	-1%	-5%	-3%	4%	-3%	12%	8%	3%	0%
COc1ccc(CCN(Cc2ccccn2)C(=S)Nc2ccccc2F)cc1OC	0%	0	-15%	-2%	2%	2%	3%	?	-11%	1%	-1%
CCCNC(C)(C)COC(=O)c1ccccc1	.	7	1%	1%	-2%	-9%	-9%	13%	16%	-4%	2%
CCCCC(CC)C(=O)Nc1ccc(S(=O)(=O)N2CCCC2)cc1 (centres undefined)	18%	-7	3%	-5%	-8%	2%	-2%	-5%	-13%	-6%	0%
Cc1ccc2nc(C3CCCCC3)[nH]c2c1	-8%	-3	?	2%	2%	3%	-5%	?	2%	4%	-14%
Cc1ccc2nc(SCC(=O)Nc3ccc(F)cc3)nc(=O)n2c1	-2%	-5	-1%	-3%	-4%	7%	-3%	16%	-22%	2%	6%
O=C(CN(C(=O)c1ccc(Cl)cc1)C1CCCCC1)Nc1ccc(Cl)c([N+](=O)[O-])c1	-52%[inhibitor]	7	2%	0%	4%[46.1 µM]	1%	11%	?	3%	.	-2%
Cc1ccc(S(=O)(=O)n2nc(-c3ccco3)nc2SCc2ccccc2)cc1	-3%	-25	-14%	-4%	0%	-1%	-2%	?	0%	2%	27%

Copied from the list.
TSHR antag, CCOC(=O)C1=C(CC)Nc2ccccc2N=C1N → -3
TSHR antag, Cc1ccc2nc(C3CCCCC3)[nH]c2c1 → -3
TCR activator, CCCNC(C)(C)COC(=O)c1ccccc1 → -2%
Mito fusion act, COc1ccc(-n2c(C)nnc2SCC(=O)NC2CC2)cc1 → 7%

Carrying on:
SMILES	a7 integrin act	TSHR antag	Chronic BCR inh	TSG101-PTAP inh	TCR activator	A-T KAP1 phos	Tb PFK block	ELG1 DNA repair	Eya2 phos inh	S-ASM inh	Mito fusion act
CN1CCN(NC(=O)c2ccc(F)cc2)CC1	12%	-7	-3%	-3%	0%	-9%	2%	0%	-2%	3%	-1%
Cc1c(Cl)cccc1NC(=O)CCCN1C(=O)c2cccnc2C1=O	7%	-5	-2%	-2%	-4%	1%	-9%	0%	-8%	0%	5%
COc1cccc(NC(C)C(=O)Nc2cc([N+](=O)[O-])ccc2Cl)c1 (centres undefined)	5%	-9	?	-1%	-4%	-4%	2%	-10%	-25%	-2%	14%
CS(=O)(=O)c1cnc2c(-c3ccc(F)cc3)cnn2c1N	8%	13	5%	-9%	0%	1%	0%[0.46 µM]	?	7%	10%	0%
Cc1ccc(C(C)C)c(OCc2n[nH]c(=S)o2)c1	-4%	-7	-3%	-6%	6%	0%	0%	5%	1%	5%	0%
CC(C)(C)n1nc2c(c1NC(=O)c1ccco1)CS(=O)C2 (centres undefined)	-11%	-6	0%	0%	6%	-5%	0%	?	2%	-1%	-3%
COc1ccc(CCN2C(=O)c3cccnc3C2=O)cc1OC	7%	1	-3%	-2%	-1%	-6%	2%	7%	-4%	5%	2%
COC(=O)CCC(=O)OC1(C)C(=O)C=C2C=C(C3CC3)N(CCc3ccccn3)C=C2C1=O (centres undefined)	9%	0	-1%	-1%	-4%	-39%	0%	12%	-1%	22%	10%
COc1cc2c(c(OC)c1OC)-c1ccc(NC(=O)c3ccccc3)c(=O)cc1[C@@H](NC(C)=O)CC2	-14%	12	22µM*	1%	6%	-2%	2%	?	-10%	0%[11.5 µM]	-16%
COc1cccc(-c2nnc(NC(=O)Cc3cccs3)s2)c1	0%	18	1%	0%	-1%	21%	?	?	8%	1%	10%
CCOCc1[nH]c(=S)[nH]c(=O)c1Cc1ccc(OCC)cc1	19%	36	-3%	5%	2%	5%	-6%	1%	-4%	-1%	2%
CC(=O)NCC(=O)N1CCC(n2nccc2NC(=O)CCCc2ccccc2)CC1	24%	7	3%	2%	0%	6%	3%	?	1%	3%	0%
COC(=O)c1nnn(-c2nonc2N)c1CSc1ccccn1	9%	-1	0%	-4%	-20%	-4%	-4%	0%	5%	-1%	9%
Cc1nnc(-c2cnn(-c3ccccc3)c2N)n1Cc1ccncc1	1%	27	4%	-3%	-8%	1%	3%	0%	5%	0%	5%
O=C(O)c1ccc(COc2ccccc2/C=C2\NC(=O)N(Cc3ccccc3)C2=O)cc1	1%	-22	-14%	-8%	-6%	3%	0%	-13%	-10%	22%	-4%
Cc1ccc(NC(=O)CCCN2C(=O)/C(=C/C=C/c3ccccc3)SC2=S)cc1	-4%	10	?	0%	-1%[46.1 µM]	1%	0%	?	-5%	-12%	-5%
Cc1cc(-c2nnc(CCC(=O)NC(C)c3ccc(F)cc3)o2)no1 (centres undefined)	0%	2	0%	0%	2%	-2%[11.5 µM]	0%	20%	-9%	0%	3%
Nc1nc(SCc2c(Cl)cccc2Cl)n[nH]1	16%	5	-34%	-5%	3%	.	-3%	?	-6%	9%	5%
CC(C)(C)c1ccc(S(=O)(=O)Nc2ccc(C(=O)N3CCCC3)cc2)cc1	-10%	6	0%	-7%	-2%	5%	-5%	0%	-3%	-1%	-4%
Cc1nc2ccccc2n1C1CC(=O)N(N(C)C)C1=O (centres undefined)	-12%	-8	?	-7%	8%	3%	1%	2%	-1%	0%	-1%
CCOC(=O)c1cnc(SCC(=O)NCc2ccco2)nc1N	-17%	0	3%	1%	6%	-6%	4%	13%	-7%	3%	-1%
Cc1ccc[n+](CC2OCc3ccccc3CO2)c1	15%	0	?	-2%	-1%	5%	6%	-21%	15%	0%	-1%

Full records, looked up by structure. Screens in order: a7 integrin act | TSHR antag | Chronic BCR inh | TSG101-PTAP inh | TCR activator | A-T KAP1 phos | Tb PFK block | ELG1 DNA repair | Eya2 phos inh | S-ASM inh | Mito fusion act
CC(C)(C)c1ccc(S(=O)(=O)Nc2ccc(C(=O)N3CCCC3)cc2)cc1 is listed as -10% | 6 | 0% | -7% | -2% | 5% | -5% | 0% | -3% | -1% | -4%
Cc1cc(-c2nnc(CCC(=O)NC(C)c3ccc(F)cc3)o2)no1 (centres undefined) is listed as 0% | 2 | 0% | 0% | 2% | -2%[11.5 µM] | 0% | 20% | -9% | 0% | 3%

High-throughput results from PubChem.
